Assay outcomes as filed in PubChem.
MK inhibit: S. pneumoniae mevalonate kinase inhibition; purified MK, PK/LDH-coupled NADH absorbance 340 nm; inhibition, % at 10 µM; 65,000 tested, 0.48% active;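 active = ranked among the strongest by inhibition in the single 10 µM screen, a fixed top-ranked set picked for dose follow-up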; note: no value below 0 was filed
Bfl-1 displacement: Bfl-1 inhibitors, primary screen, biochemical, fluorescence polarization, FITC-Bid, mouse (AID 432); FITC-Bid BH3 peptide fluorescence polarization displacement; higher % means a stronger effect; one-dose displacement, % at 20 µM; IC50 in µM for titrated hits; 64,000 tested, 0.02% active; in the data active = a potency from the dose series; inactive = the rest, 99 in 100 with displacement below about 15%; note: strong numbers were not always called active
HPDE-C7 cytotoxicity: HPDE-C7 pancreatic duct cell viability loss – fluorescence, HTS (AID 430) | HPDE-C7 pancreatic duct cells viability, fluorescence; higher % means a stronger effect | 63,000 tested, 1.8% active | cytotoxicity, % at 10 µM, or EC50 in µM where a hit was titrated;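 note: cells exposed to compound for 48 hours before viability readout; 0% = vehicle and 100% = reference cytotoxic drug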
TNAP inhibition: human TNAP enzyme inhibitors, biochemical, luminescent (AID 518) | 64,000 tested, 0.09% active | purified TNAP enzyme, luminescent substrate readout; higher % means a stronger effect | inhibition, % at 20 µM; hits with a dose series show IC50 in µM; in the data active = a potency from the dose series; inactive = the rest, 99 in 100 with inhibition below about 22%;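 note: plate controls were vehicle for no effect and reference inhibitor for full effect; many of its hits are not listed in these tables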
PMK inhibit: blocks S. pneumoniae phosphomevalonate kinase; 65,000 tested, 0.49% active; inhibition, % at 10 µM; purified PMK, PK/LDH-coupled NADH absorbance 340 nm;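 active = top-ranked compounds by inhibition in the single 10 µM screen, taking a fixed number of the strongest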;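 note: 0% = full reaction with DMSO carrier and 100% = background rate without enzyme reaction; no value below 0 was filed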
LYP inhibition: inhibition of human PTPN22 tyrosine phosphatase – biochemical, DiFMUP fluorescence, recombinant catalytic domain, 10 µM, primary screen (AID 606) | inhibition, % at 10 µM; hits with a dose series show IC50 in µM | recombinant LYP catalytic domain, DiFMUP fluorescence; higher % means a stronger effect | 52,000 tested, under 10 active;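 active = IC50 under 40 µM in the dose-response test; inactive = IC50 of 40 µM or more, or never dose-tested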
HT1080 cytotoxicity: cytotoxicity in HT1080 fibrosarcoma cells, cell-based, fluorescence readout (AID 620) | HT1080 viability, fluorescence; higher % means a stronger effect | cytotoxicity, % at 10 µM, or EC50 in µM where a hit was titrated | 87,000 tested, 0.42% active;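 note: cells exposed to compound overnight then 4 h with Alamar Blue; 0% = vehicle DMSO and 100% = killing control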
DPM-DC inhibit: S. pneumoniae DPM-DC inhibition; calls only at 10 µM; purified DPM-DC, PK/LDH coupled NADH fluorescence; 65,000 tested, 0.49% active;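 active = the 320 compounds with the highest percent inhibition in the single-dose primary screen, excluding strongly autofluorescent ones, cut at about 32% in these data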;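 note: kinetic rate of NADH fluorescence loss reporting ADP formed by the decarboxylase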
KRASV12 cytotoxicity: cytotoxicity in KRAS-transformed pancreatic duct cells, primary screen, cell-based, fluorescence, HTS (AID 431) | HPDE-C7K KRASV12 cells, Alamar Blue viability, 48 h; higher % means a stronger effect | one-dose cytotoxicity, % at 10 µM; EC50 in µM for titrated hits | 63,000 tested, 1.7% active;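 active = compounds whose percent cytotoxicity in the single-dose primary screen, scaled between solvent and toxic-drug controls, exceeds 50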;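 note: 0% = DMSO solvent wells and 100% = doxorubicin-treated wells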
PMK inhibit pilot replicates: also measured in PMK inhibit; calls as there; inhibition, %; measured here: pilot screen replicates
MK inhibit pilot replicates: further read-out of MK inhibit, marked with its call; inhibition, %; measured here: pilot screen replicates
DPM-DC inhibit pilot screen %: further read-out of DPM-DC inhibit, marked with its call; inhibition, %; measured here: pilot screen trials
Numbers without * were called inactive; i = inactive; · = no result given; + = active, no number. Cut-off read from the data, not from the text of the source, unless noted: active = cytotoxicity above about 50%; inactive = the rest.

SMILES | MK inhibit | Bfl-1 displacement | HPDE-C7 cytotoxicity | TNAP inhibition | PMK inhibit | LYP inhibition | HT1080 cytotoxicity | DPM-DC inhibit | KRASV12 cytotoxicity | others
Cc1ccc(S(=O)(=O)Cn2nnnc2C(c2ccccn2)N2CCN(c3ccccc3)CC2)cc1 (stereo not given) | 15 | -2% | 0% | 5% | 15 | 5% | -15% | i | 1%
CC(=O)N1CCC(=O)N(C(C)C)c2ccccc21 | 0 | -4% | 6% | 0% | 17 | 10% | 7% | i | -3%
CCCOc1ccc(C(=O)N2CCN(c3ccc(NC(=O)CC)cc3Cl)CC2)cc1 | 2 | -7% | 10% | 5% | 2 | 22% | 0% | i | 7%
O=C(O)CCSCc1ccccc1F | 7 | -8% | -2% | 3% | 7 | 4% | 27% | i | -2%
O=C(c1ccco1)N1CCN(CC2CC3C=CC2C3)CC1 (stereo not given) | 9 | -3% | 5% | 8% | 11 | 2% | 11% | i | 14% | PMK inhibit pilot replicates=3.0;MK inhibit pilot replicates=5.5;DPM-DC inhibit pilot screen %=3.5
Cc1ccccc1-c1nc(CS(=O)(=O)CC(=O)N(C)C2CCCCC2)c(C)o1 | 8 | 6% | 2% | 12% | 0 | · | -2% | i | -5% | PMK inhibit pilot replicates=1.0;MK inhibit pilot replicates=4.0;DPM-DC inhibit pilot screen %=1.0
CC(C)c1cc(C(=O)NCc2ccco2)no1 | 14 | 0% | -1% | 12% | 6 | 1% | 0% | i | 8% | PMK inhibit pilot replicates=0.0;MK inhibit pilot replicates=1.0;DPM-DC inhibit pilot screen %=0.0
O=C(Nc1cnc2ccccn2c1=O)c1ccc(F)cc1 | 12 | -5% | -6% | 8% | 8 | 10% | 4% | i | 12%
CC(=O)Nc1cc(C(=O)N2CCOCC2)ccc1S(=O)(=O)c1ccc(C)cc1 | 0 | 6% | -15% | 3% | 0 | · | 0% | i | -15%
O=C(O)COc1ccccc1C1C2C(=O)N(c3ccc(F)cc3)C(=O)C2ON1c1ccccc1 (stereo not given) | 0 | 0% | -1% | 9% | 15 | 13% | -4% | i | -1%
Oc1ccccc1Oc1ncc(Br)c(N2CCOCC2)n1 | 5 | -2% | -6% | -1% | 16 | 5% | 6% | i | 0%
CC(C)OC(=O)CC(=O)CSc1nc2c(cc1C#N)CCCC2 | 6 | 3% | 8% | 3% | 8 | 10% | 0% | · | -3%
CCc1nnc(NC(=O)CSc2nnc(-c3ccccc3OC)n2-c2ccccc2)s1 | 13 | -4% | -9% | 11% | 6 | 16% | -1% | i | -7% | PMK inhibit pilot replicates=2.0;MK inhibit pilot replicates=2.0;DPM-DC inhibit pilot screen %=0.5
O=C(Nc1ccc(F)cc1)c1oc2ccccc2c1NC(=O)C1CCCC1 | 2 | 0% | 10% | 9% | 8 | · | 0% | i | 3%
CN(C)S(=O)(=O)c1cccc(C(=O)OCC(=O)N2c3ccccc3NC(=O)C2(C)C)c1 | 7 | -3% | -5% | 7% | 5 | -4% | -3% | i | 8%
Cc1ccc(N2C(=O)c3oc4ccccc4c(=O)c3C2c2cccnc2)nc1 (stereo not given) | 4 | 3% | 4% | 6% | 12 | 9% | -6% | i | 7%
CCCC(=O)Nc1ccc2oc(-c3ccc(OC)c(Br)c3)nc2c1 | 7 | -6% | 10% | 10% | 11 | -3% | -8% | · | 20%
COC(=O)C1=C(C)N(C)C(C)=C(C(=O)OC)C1c1ccc(F)c(Br)c1 | 0 | 1% | 27% | 8% | 1 | 1% | -6% | i | 25%
O=C(O)CC1CCC(=C(Cl)Cl)C1 (stereo not given) | 6 | 4% | -10% | -2% | 7 | · | 13% | i | -4%
CC1(C)CC(=O)N(CC(=O)NCc2ccccc2)c2ccccc2S1(=O)=O | 12 | 1% | -19% | 8% | 9 | 4% | -4% | i | -18% | PMK inhibit pilot replicates=2.0;MK inhibit pilot replicates=0.0;DPM-DC inhibit pilot screen %=0.0
Cc1nc2c(-c3ccccc3)c(C)nn2c(C)c1CC(=O)O | 7 | -1% | -32% | 1% | 3 | 6% | 17% | i | -10%
COc1ccc(CCC(=O)NCCc2cn3c(C)csc3n2)cc1 | 12 | 8% | 3% | 5% | 8 | 12% | 0% | i | -2%
CCN1CCN(c2ncnc3c2oc2nc(C)c4c(c23)CC(C)(C)OC4)CC1 | 1 | -3% | 4% | 18% | 7 | -8% | 4% | i | 8% | PMK inhibit pilot replicates=2.0;MK inhibit pilot replicates=5.0;DPM-DC inhibit pilot screen %=4.0
CCc1ccc(C(=O)NCC2COc3ccccc3O2)o1 (stereo not given) | 6 | 1% | -1% | 7% | 0 | -4% | 3% | i | 4%
CCOC(=O)Nc1ccccc1N1C(=O)c2ccccc2C1=O | 0 | -4% | -14% | 5% | 4 | 4% | 0% | i | -12%

Continued, starting with the last 5 of the part before.
SMILES | MK inhibit | Bfl-1 displacement | HPDE-C7 cytotoxicity | TNAP inhibition | PMK inhibit | LYP inhibition | HT1080 cytotoxicity | DPM-DC inhibit | KRASV12 cytotoxicity | others
Cc1nc2c(-c3ccccc3)c(C)nn2c(C)c1CC(=O)O | 7 | -1% | -32% | 1% | 3 | 6% | 17% | i | -10%
COc1ccc(CCC(=O)NCCc2cn3c(C)csc3n2)cc1 | 12 | 8% | 3% | 5% | 8 | 12% | 0% | i | -2%
CCN1CCN(c2ncnc3c2oc2nc(C)c4c(c23)CC(C)(C)OC4)CC1 | 1 | -3% | 4% | 18% | 7 | -8% | 4% | i | 8% | PMK inhibit pilot replicates=2.0;MK inhibit pilot replicates=5.0;DPM-DC inhibit pilot screen %=4.0
CCc1ccc(C(=O)NCC2COc3ccccc3O2)o1 (stereo not given) | 6 | 1% | -1% | 7% | 0 | -4% | 3% | i | 4%
CCOC(=O)Nc1ccccc1N1C(=O)c2ccccc2C1=O | 0 | -4% | -14% | 5% | 4 | 4% | 0% | i | -12%
COCn1c(-c2cccc(Br)c2)nc2ccccc21 | 6 | 2% | · | 4% | 8 | 5% | -5% | i | ·
COC(=O)c1ccc(OCCN2C3=NCCN3c3ccccc32)cc1 | 8 | 3% | -13% | 6% | 7 | 3% | -1% | i | 15%
Cc1nc2ccc(N)cc2c(=O)n1Cc1ccc(Cl)cc1 | 11 | -8% | 4% | 2% | 17 | · | 3% | · | 16%
Cc1cc(=O)n2nc(N3CCC(C(=O)N4CCN(Cc5ccccc5)CC4)CC3)sc2n1 | 1 | -2% | 0% | 11% | 22 | -8% | 35% | i | 7% | PMK inhibit pilot replicates=0.0;MK inhibit pilot replicates=0.0;DPM-DC inhibit pilot screen %=0.0
CCOc1cc(-c2ccccc2)nc(N)n1 | 12 | -4% | -2% | 8% | 16 | -14% | 1% | i | 2%
Cc1cc(S(=O)(=O)N(C)CCc2ccccc2)ccc1-n1cnnn1 | 4 | -6% | -11% | 12% | 13 | · | 12% | i | -2%
Cn1c(SCC(=O)N2CCOCC2)nnc1-c1ccc(NC(=O)c2ccccc2F)cc1 | 0 | -1% | -5% | 6% | 40* | · | · | + | 2%
Cc1onc(-c2c(F)cccc2Cl)c1C(=O)Nc1nnc(C2CC2)s1 | 10 | -2% | -21% | 0% | 8 | 5% | -7% | i | -16%
CCN(CC)S(=O)(=O)c1ccccc1/C=N\O | 0 | 0% | -6% | -4% | 8 | -14% | 0% | i | -8%
COCCn1c(=O)[nH]c2cc(C(=O)NCC3CCCO3)ccc2c1=O (stereo not given) | 15 | -5% | -20% | 6% | 7 | · | -15% | i | -10%
COC(=O)c1sc(NC(=O)c2ccoc2C)nc1C | 5 | -3% | -16% | 10% | 7 | 2% | 7% | i | -17% | PMK inhibit pilot replicates=0.5;MK inhibit pilot replicates=0.0;DPM-DC inhibit pilot screen %=2.5
CN(C)c1ccc(P(=O)(OCc2ccccc2)C(O)c2cccnc2)cc1 (stereo not given) | 6 | -2% | -12% | 8% | 8 | 1% | -3% | i | 8%
COc1ccc(NC(=O)C2CC(=O)N(c3cccc(C)c3C)C2)cc1 (stereo not given) | 5 | -3% | -2% | 14% | 4 | -3% | -14% | i | -9%
C=CCn1c(N)c(C(=O)NCC2CCCO2)c2nc3ccccc3nc21 (stereo not given) | 9 | -1% | · | 0% | 7 | 4% | 10% | · | ·
CCCCn1c(=O)c(C(=O)OCC)c(O)c2ccccc21 | 6 | 2% | -15% | 10% | 9 | -5% | -6% | i | -14%
OCCN1CCN(c2ncnc3ccc(Br)cc23)CC1 | 9 | 1% | -14% | 2% | 15 | 9% | -4% | i | -28%
O=C(Cc1cccs1)NCc1cccs1 | 10 | -4% | 6% | 6% | 5 | 9% | 15% | i | 1%
COc1ccc(C2CC(O)(C(C)(C)O)NO2)cc1 (stereo not given) | 1 | -4% | 2% | 3% | 14 | · | 1% | i | 7%
COC(=O)c1ccccc1NC(=O)N1CCN(C/C=C/c2ccccc2)CC1 | 10 | -3% | -7% | 13% | 10 | 7% | -12% | i | -7%
Cc1cc(C)n(Cc2ccccc2Cl)n1 | 5 | -11% | 5% | 9% | 0 | 15% | -6% | i | 14%
CC(C)n1c(SCC(=O)Nc2ccccc2N2CCCCC2)nc2c1c(=O)n(C)c(=O)n2C | 0 | 0% | -4% | 9% | 10 | -13% | -2% | i | 3%
CCOc1ccc(C2CC(c3ccc(Br)cc3)Nc3nc(N)nn32)cc1 (stereo not given) | 5 | 4% | -5% | 5% | 1 | 10% | 3% | i | -7%
Cc1cc(NC(=O)CSc2ccc3c(c2)OCCO3)no1 | 0 | -1% | -8% | 5% | 14 | 0% | 1% | i | 1%
COc1ccc(C(C)=O)c2c1OCCO2 | 4 | 0% | · | 10% | 9 | 4% | 19% | i | ·
CC1(C)CC(=O)C=C(NCCc2ccc(S(N)(=O)=O)cc2)C1 | 5 | -3% | 36% | 8% | 11 | · | -9% | i | 8%

4 records picked at random from those above:
SMILES | MK inhibit | Bfl-1 displacement | HPDE-C7 cytotoxicity | TNAP inhibition | PMK inhibit | LYP inhibition | HT1080 cytotoxicity | DPM-DC inhibit | KRASV12 cytotoxicity | others
CC(C)n1c(SCC(=O)Nc2ccccc2N2CCCCC2)nc2c1c(=O)n(C)c(=O)n2C | 0 | 0% | -4% | 9% | 10 | -13% | -2% | i | 3%
COC(=O)c1ccc(OCCN2C3=NCCN3c3ccccc32)cc1 | 8 | 3% | -13% | 6% | 7 | 3% | -1% | i | 15%
COCCn1c(=O)[nH]c2cc(C(=O)NCC3CCCO3)ccc2c1=O (stereo not given) | 15 | -5% | -20% | 6% | 7 | · | -15% | i | -10%
COC(=O)c1ccccc1NC(=O)N1CCN(C/C=C/c2ccccc2)CC1 | 10 | -3% | -7% | 13% | 10 | 7% | -12% | i | -7%
